Screening results (PubChem BioAssay)
ELG1 DNA repair = inhibitors of ELG1-dependent DNA repair in HEK293T cells | Potency, µM (series often up to 46.1 µM), without a hit: top-dose activity change, negative = inhibition, actives largely listed as inhibitors | actives 2.3% (n = 330,000) | HEK293T ELG1-luciferase reporter, luminescence, 16 h; DNA damage induced by 5-fluorouridine; also: potency is read from the fitted curve at half-maximal effect; % is scaled to controls: 0 for no effect and ±100 for the full control effect; nearly all actives have a fitted effect of over 55% in size
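Reporter activity after DNA damage by 5-fluorouridine is monitored. Compound-treated cells incubate 16 hr at 37 °C, then ONE-Glo is added for 30 min before luminescence reading.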
PKM2 act = increases activity of human pyruvate kinase M2; purified PKM2, Kinase-Glo ATP luminescence, activation; response scale: 0% is enzyme alone, no compound; Potency, µM (top dose mostly 57.5 µM), inactives show at the highest dose activation, usual class: activators; actives 0.34% (n = 260,000); AID 1631; also: potency is read from the fitted curve at half-maximal effect; % is scaled to controls: 0 for no effect and ±100 for the full control effect; nearly all actives have a fitted effect of over 55% in size
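Kinase-Glo luminescence reports ATP generated from ADP (0.1 mM) and PEP (0.5 mM) by purified hPK-M2 after 1 h at room temperature, pH 7.2 imidazole buffer; intermediate enzyme activity allows detecting inhibitors and activators.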
NPC1 prom act = activators of NPC1 promoter. Huh7 NPC1 promoter luciferase reporter, 24 h. Potency, µM (doses to about 9.22 µM), for the others: at the highest dose activation, usual class: activators. actives 2.4% (n = 320,000);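 also: potency is read from the fitted curve at half-maximal effect; % of control where 0% means no effect; nearly all actives have a fitted effect of over 60% in size; reporter is driven by a mutant NPC1 promoter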
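In 1536-well qHTS, Huh7 cells harboring an NPC1 promoter–luciferase construct received compound for 24 h; activation was quantified by luminescence following luciferase reagent addition.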
Menin-MLL TR inh = displaces Texas Red mutant MLL peptide from human menin | O00255 | Potency, µM (series often up to 61.6 µM), for the others: top-dose FP activity change, negative = inhibition, actives largely listed as inhibitors | actives 0.23% (n = 270,000) | Menin + Texas Red MLL mutant peptide, fluorescence polarization | AID 1768; active = well fitted inhibition curve with a large enough effect in the polarisation, with a control signal flat, not every such curve was filed as active; inconclusive = small, poorly fitted or top-dose-only effect, or effect the other way, or a change in a side signal; inactive = no such curve, though single readings can be large or run the other way; the % refers to the polarisation; also: potency is read from the fitted curve at half-maximal effect; % of control where 0% means no effect; many of its hits are not listed in these tables
VP16 counter = inhibits Gal4-VP16 luciferase reporter, ROR gamma counter-screen | Drosophila S2 Gal4-VP16 UAS-luciferase, luminescence, 20 h | Potency, µM (highest dose often 53.6 µM), for the others: top-dose activity, negative = inhibition, usual class: inhibitors | actives 3.5% (n = 310,000) | AID 2546;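 also: Gal4-VP16 expression switched on by copper sulfate through the metallothionein promoter; potency is read from the fitted curve at half-maximal effect; % is scaled to controls: 0 for no effect and ±100 for the full control effect; nearly all actives have a fitted effect of over 50% in size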
RORg inh = ROR gamma (mouse) transcription inhibition | Potency, µM (titrated, usually from 53.6 µM), without a hit: at the highest dose activity change, negative = inhibition, most hits filed as inhibitors | Drosophila S2 Gal4-RORgamma UAS-luciferase reporter, 20 h | actives 5.4% (n = 310,000) | P51450 | AID 2551; also: potency is read from the fitted curve at half-maximal effect; % is scaled to controls: 0 for no effect and ±100 for the full control effect; nearly all actives have a fitted effect of over 60% in size
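Drosophila Schneider cells stably carrying a metallothionein-driven Gal4 DBD–ROR gamma fusion and a UAS-Photinus luciferase reporter were exposed to compound for 1 hr, then induced with copper sulfate (700 uM final) for 20 hr at ambient temperature before luminescence reading.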
MBNL1-CUG inh = MBNL1-poly(CUG) RNA binding inhibition; Potency, µM (doses to about 57.5 µM), without a hit: at the top dose activity change, negative = inhibition, hits mostly inhibitors; TR-FRET MBNL1-His/biotin-(CUG)12 binding, 665/545 ratio; AID 2675; actives 0.036% (n = 280,000); active = well fitted inhibition curve with a large enough effect in the signal ratio, with a control signal flat, not every such curve was filed as active; inconclusive = small, poorly fitted or top-dose-only effect, or effect the other way, or a change in a side signal; inactive = no such curve, though single readings can be large or run the other way; the % refers to the signal ratio; also: potency is read from the fitted curve at half-maximal effect; % is scaled to controls: 0 for no effect and ±100 for the full control effect
Target sequence (Q9NR56 whole entry, looked up): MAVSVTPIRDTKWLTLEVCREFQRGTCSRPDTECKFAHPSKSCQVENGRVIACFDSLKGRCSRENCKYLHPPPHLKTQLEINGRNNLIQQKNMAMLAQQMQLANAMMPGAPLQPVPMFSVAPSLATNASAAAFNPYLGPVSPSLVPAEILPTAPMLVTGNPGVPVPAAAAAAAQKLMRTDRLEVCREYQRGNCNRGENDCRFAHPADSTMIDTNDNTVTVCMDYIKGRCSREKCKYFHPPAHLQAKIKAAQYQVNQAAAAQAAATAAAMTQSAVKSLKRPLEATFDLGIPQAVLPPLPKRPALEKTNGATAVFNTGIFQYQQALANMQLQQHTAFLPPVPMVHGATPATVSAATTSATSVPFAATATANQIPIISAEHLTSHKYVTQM
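Ratiometric TR-FRET (665 over 545 nm, excitation 340 nm) tracks disruption of MBNL1-His/biotin-(CUG)12 complex after 60 min at room temperature, with compounds at 92 nM to 58 uM final.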
KCNH2 3.1 block = inhibitors of human KCNH2 3.1 potassium channel isoform. activity change, % (tested at about 1.8 µM). U2OS KCNH2 3.1, thallium flux FluxOr; stronger effect = lower value. actives 0.95% (n = 340,000). AID 720553;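 active = maximum activity change below -70%; inconclusive = maximum activity change from -70% to -50%; inactive = maximum activity change above -50%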;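 also: thallium influx rate constant from kinetic fluorescence after stimulation buffer; % is scaled to controls: 0 for no effect and ±100 for the full control effect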
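Channel expression came from 3.1 mutant virus (1.77 x 10^8 /mL) applied to suspended U2OS cells for 4 h. Flux was tracked with FluxOr dye plus Red40 quencher, and kinetic rate constants normalized to controls.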
FLuc counter = counter-screen for miR-21 project: firefly luciferase inhibitors or activators; purified FLuc, Km substrates, luminescence inhibition; Potency, µM (series often up to 57.5 µM), for the others: at the highest dose activity change, negative = inhibition, most hits filed as inhibitors; actives 6.9% (n = 360,000); AID 588342;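 also: potency is read from the fitted curve at half-maximal effect; plate controls were vehicle for no effect and reference inhibitor for full effect; nearly all actives have a fitted effect of over 55% in size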
Target sequence (P08659 whole entry, looked up): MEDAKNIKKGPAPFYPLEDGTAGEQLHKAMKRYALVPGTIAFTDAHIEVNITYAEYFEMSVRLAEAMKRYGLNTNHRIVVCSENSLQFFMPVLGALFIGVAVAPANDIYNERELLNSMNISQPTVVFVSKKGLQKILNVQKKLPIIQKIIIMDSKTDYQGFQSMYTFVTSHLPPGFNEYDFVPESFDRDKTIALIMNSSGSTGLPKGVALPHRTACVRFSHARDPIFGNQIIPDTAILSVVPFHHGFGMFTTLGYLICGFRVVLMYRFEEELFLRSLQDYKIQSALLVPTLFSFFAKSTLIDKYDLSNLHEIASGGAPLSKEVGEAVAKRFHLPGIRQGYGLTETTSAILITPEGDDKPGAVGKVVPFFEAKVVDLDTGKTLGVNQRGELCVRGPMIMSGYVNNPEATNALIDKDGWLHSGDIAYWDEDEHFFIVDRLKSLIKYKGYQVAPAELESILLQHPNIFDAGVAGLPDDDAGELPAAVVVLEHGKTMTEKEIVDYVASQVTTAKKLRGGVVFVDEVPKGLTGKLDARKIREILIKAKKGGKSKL
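Biochemical qHTS of compounds, final roughly 60 µM downward over six points, against 10 nM purified firefly luciferase using Km concentrations of substrates (10 uM D-luciferin, 10 uM ATP) in Tris acetate pH 7.5 buffer; luminescence output.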
Mito fusion yeast = inhibitors of mitochondrial division or activators of mitochondrial fusion. actives 0.23% (n = 320,000). S. cerevisiae fusion-defective mutant growth rescue, CellTiterGlo 48 h. Potency, µM (doses to about 46.1 µM), without a hit: at the highest dose growth rescue (activation), usual class: activators;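 also: potency is read from the fitted curve at half-maximal effect; % of control where 0% means no effect; nearly all actives have a fitted effect of over 45% in size; temperature-sensitive fusion mutants such as fzo1-1 at 37 °C on non-fermentable ethanol glycerol medium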
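S. cerevisiae fusion-defective temperature-sensitive mutants (e.g. fzo1-1, mgm1-5) grown 48 h at 37C in YPEG (ethanol/glycerol non-fermentable) medium with 23 nl compound per well; growth rescue read as CellTiterGlo luminescence.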
Rab9 promoter act = activators of Rab9 promoter; Huh7 Rab9 promoter-luciferase reporter, luminescence, 24 h; Potency, µM (titrated, usually from 9.22 µM), without a hit: at the highest dose activation, negative = inhibition, hits mostly activators; actives 2.8% (n = 320,000); also: potency is read from the fitted curve at half-maximal effect; % of control where 0% means no effect; nearly all actives have a fitted effect of over 60% in size
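Quantitative HTS format; Huh7 Rab9-luciferase reporter cells (1500/well) receive compound 2 h post-plating, incubate 24 h at 37 °C, then get luciferase reagent for 10 min before luminescence reading.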
An asterisk follows results filed as active; ? = inconclusive; . = not tested or not shown; [ ] = another dose, or the depositor's remark. Unless noted, calls follow the shape of the dose curve; as a rule, active = well fitted curve in the direction sought with a large enough effect; inconclusive = small, poorly fitted or top-dose-only effect, or another doubt; inactive = no such curve, though single readings can be large; an effect the other way counts as inactive or inconclusive. This is a subset; the hit share may differ from the screen's.

SMILES	ELG1 DNA repair	PKM2 act	NPC1 prom act	Menin-MLL TR inh	VP16 counter	RORg inh	MBNL1-CUG inh	KCNH2 3.1 block	FLuc counter	Mito fusion yeast	Rab9 promoter act
CC(C)(C)C(=O)N1CCN(c2ccc(NC(=O)c3ccc4c(c3)OCCO4)cc2)CC1	16.4µM*	-1.1%	-2.7%	4.5%	2.4%	21.4%	0.8%	13.5	?	-7.8%	-8.8%
N#Cc1ccc(CSc2nnc(-c3c[nH]c4ccccc34)n2-c2ccccc2)cc1	?	-0.1%	-0.5%	-6.6%	?	12.7%	0.5%	-5.0	-1.0%	2.4%	-8.6%
CC[C@H](C)[C@H](NC(N)=O)C(=O)NCCc1ccc(Cl)cc1	13.4%	2.6%	-0.9%	8.1%	15.4%	23.9%	-1.7%	-11.5	3.5%	4.9%	-2.7%
Cn1cnnc1SC/C(O)=C(\C#N)c1nc2ccccc2[nH]1	3.2%	-18.1%	0.0%	-3.7%	-6.3%	-16.0%	-0.7%	-13.2	-15.6%	-3.4%	-1.4%
COC(=O)C(Cc1csc2ccc(Cl)cc12)NC(=O)c1ccc(Cl)cc1 (centres undefined)	12.6%	0.7%	0.7%	.	-4.4%	-3.1%	.	-11.8	?	4.4%	-7.0%
Cc1ccc(C(=O)N2NC(c3ccc(F)cc3)C3C(=O)N(c4ccc(C)c(C)c4)C(=O)C32)cc1 (centres undefined)	2.1%	3.2%	3.5%	-4.7%	1.2%	-26.9%	-6.4%	-23.3	-0.7%	2.0%	-1.0%
CC(C(=O)Nc1ccccc1-c1ccccc1)N1CCCCC1 (centres undefined)	-7.3%	4.4%	-2.7%	-10.6%	2.9%	23.7%	-7.4%	-0.5	6.4%	-0.3%	-2.0%
Cn1c(NC(=O)c2cccc(Cn3cc(Cl)cn3)c2)nc2ccccc21	?	0.5%	2.24µM*	?	2.82µM*	1.78µM*	-4.7%	-9.5	19µM*	1.6%	2.24µM*
CC1CCc2c(sc3nc(C(C)(C)C)nc(N4CCN(C(=O)CCl)CC4)c23)C1 (centres undefined)	?	0.8%	-43.9%[inhibitor]	-0.4%	12.6µM*	12.6µM*	-4.1%	-10.2	4.3%	-20.2%	-31.5%[inhibitor]
COc1ccc(/C(O)=C2/C(=O)C(=O)N(CCN(C)C)C2c2ccc(F)cc2)cc1Cl (centres undefined)	-0.4%	-1.5%	-3.1%	7.3%	0.3%	1.3%	18.3%	8.8	3.4%	-1.2%	0.1%
CCOC(=O)C1=C(CN2CCSCC2)NC(=O)NC1c1cc(C)ccc1C (centres undefined)	-7.0%	-3.2%	-5.4%	-10.7%	-5.7%	-9.9%	-5.3%	7.1	5.8%	-0.3%	-6.8%
COc1ccc(CC(=O)NCC2CCCN(Cc3ccc(F)cc3F)C2)cc1 (centres undefined)	1.3%	-0.3%	-1.6%	-1.4%	-4.7%	-1.2%	-4.6%	4.8	2.4%	1.8%	0.3%
CC(C)CN(CC(C)C)CC(O)CN(c1ccccc1)S(=O)(=O)c1ccccc1[N+](=O)[O-] (centres undefined)	?	-4.6%	-3.3%	.	0.7%	6.4%	-4.9%	-36.9	1.3%	0.8%	0.9%
O=C(NCC(=O)N1CCOCC1)c1ccc(Br)cc1	2.7%	-5.4%	3.2%	.	17.2%	22.3%	0.4%	20.6	-1.5%	1.7%	0.7%
Cc1ccccc1NC(=O)Cc1nc(COC(=O)c2ccc(S(C)(=O)=O)c([N+](=O)[O-])c2)cs1	?	.	-13.6%	.	.	.	.	6.4	.	3.9%	-8.6%
CNC(=O)c1ccsc1NC(=O)CCS(=O)(=O)c1ccc(C)cc1	-3.1%	.	2.0%	.	.	.	.	5.4	0.1%	2.4%	-33.7%[inhibitor]
CCNC(=O)CN(C1CCCCC1)S(=O)(=O)c1ccc(F)cc1	-2.2%	-2.5%	2.5%	-0.4%	-1.7%	6.4%	-2.2%	1.2	3.8%	-1.2%	-0.5%
CC(C)=CC(=O)Nc1nnc(-c2ccc(F)cc2)s1	?	1.0%	18.7%	?	1.4%[0.365 µM]	?	-1.3%	0.2	-10.2%	-3.9%	0.3%
COc1ccc(N=C(N)SCc2ccccn2)cc1	28.0%	19.4%	8.9%	6.0%	20.2%	?	28.6%	-4.9	?	16.1%	-1.7%
CCOC(=O)C1CCN(Cc2ccccc2C(F)(F)F)CC1	-11.4%	0.6%	-3.0%	0.9%	0.2%	23.9%	-13.4%	-7.3	2.9%	0.3%	-8.0%
COc1ccccc1C(=O)NCCC(=O)Nc1cccnc1	-2.6%	1.4%	1.2%	.	-13.7%	-3.6%	-13.6%	-21.5	1.1%	-4.2%	-3.2%
COC(=O)Cn1nc(-c2ccccc2)c2ccccc2c1=O	0.9%	-1.4%	-0.5%	-6.2%	4.9%	-9.5%	-4.7%	9.5	-0.5%	15.3%	-7.1%
Cc1ccc2[nH]c3nc(N/N=C/c4cccc(O)c4)nnc3c2c1	7.2%	-4.7%	-1.2%	?	-4.1%	13.0%	10.4%	3.6	?	0.1%	2.3%
CC(=O)Nc1c(C)ccc2nsnc12	?	?	-1.8%	-0.1%	-5.9%	?	34.4%[activator]	29.3	3.1%	-3.5%	-6.6%
C=CCNC(=O)c1onc(CSc2ccc(OC)cc2)c1C(=O)O	-8.3%	-2.6%	1.3%	16.3%	-9.3%	-10.7%	2.3%	-11.7	-18.9%	-0.6%	-3.3%
CSCCC(NC(=O)C12CC3CC(CC(C3)C1)C2)C(=O)OCC(=O)c1ccccc1 (centres undefined)	28.8%	-2.2%	-1.7%	6.2%	-3.2%	-23.0%	-12.6%	-20.3	1.3%	-4.1%	-3.8%
Cc1cc(C)c(S(=O)(=O)c2ccccc2Cl)c(=O)[nH]1	0.9%	.	-3.7%	0.7%	-4.2%	8.8%	-1.2%	13.3	1.5%	7.2%	15.2%
CCOc1cc(CNc2ccc3cn[nH]c3c2)ccc1OC	?	0.7%	1.0%	-25.2%	-24.7%	-41.7%	?	-17.1	-1.4%	1.1%	15.8%
CCSC1=NC(C)(C)C=C(/C=C/c2ccc(Cl)cc2Cl)N1	7.9%	-8.2%	3.0%	0.9%	?	14.3%	-6.1%	3.3	?	-1.3%	6.9%
Cc1cccc(-c2nc(S(=O)(=O)c3ccccc3)c(N3CCOCC3)o2)c1	-11.8%	.	4.3%	.	-11.8%	-13.1%	-3.9%	-15.1	0.3%	-21.2%	-2.7%

More compounds:
SMILES	ELG1 DNA repair	PKM2 act	NPC1 prom act	Menin-MLL TR inh	VP16 counter	RORg inh	MBNL1-CUG inh	KCNH2 3.1 block	FLuc counter	Mito fusion yeast	Rab9 promoter act
CCOC(CNC(=O)c1nnc(Cc2cc(OC)c(OC)c(OC)c2)o1)OCC	?	0.7%	-0.5%	-1.6%	-3.1%[10 µM]	-29.2%	-4.7%	13.1	-1.5%	-23.1%	-2.3%
O=C(c1ccc(F)cc1)N1CCC(C(=O)N2CCN(S(=O)(=O)c3cccc([N+](=O)[O-])c3)CC2)CC1	-2.0%	.	-6.6%	.	.	.	.	0.0	-0.8%	-8.4%	2.0%
Cc1cccc(C(=O)N[C@H](C(=O)Nc2nnc(C3CC3)s2)C(C)C)c1	13.6%	-10.1%	0.0%	1.1%	-6.8%	8.6%	-21.6%	8.1	1.7%	-1.9%	-0.6%
Cc1cc2occ(CC(=O)O)c2cc1C	-0.4%	5.7%	-2.2%	3.3%	10.8%	-17.4%[10 µM]	-10.2%	40.0	-2.2%	-6.9%	0.4%
O=C(O)c1ccc(COc2ccccc2Cl)cc1	?	-1.5%	13.9%	0.3%	-2.3%	42.8%	-10.4%	-3.7	21.3µM*	28.4%	23.7%
